# LMP1 NFkB inh = reduces LMP1-driven NF-kappaB luciferase signal; LMP1-induced NF-kappaB luciferase reporter cells, luminescence; inhibition, % at 12.5 µM; hit rate 0.69% among 350,000; in the data active = inhibition above about 41%;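 also: 0% = neutral control wells and 100% = reference inhibitor control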
# NCOA2 inhibitor = human SRC2 (NCOA2) inhibition. AID 651957. HEK293 GAL4-SRC2 luciferase reporter, luminescence. hit rate 0.17% among 370,000. Q15596. inhibition, % at 9 µM;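 active = inhibition above the mean inhibition of all tested compounds plus 3 SD, set per campaign, cut at about 52% in these data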;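 also: 0% = DMSO treated cells and 100% = cells given Gossypol at 36 µM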
# NOD2-RIPK2 inh = blocks binding of human NOD2 to RIPK2 | O43353 | CHO BLA complementation NOD2-RIPK2, CCF4 ratio | inhibition, % at 4.98 µM | hit rate 0.38% among 360,000 | AID 624267; in the data active = inhibition above about 21%;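 also: 0% = vehicle only and 100% = reference blocker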
# SRC3 inh = human NCOA3 inhibition; Q9Y6Q9; HEK293 GAL4-SRC3 luciferase reporter, luminescence; inhibition, % at 3.6 µM; hit rate 0.17% among 360,000;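 active = inhibition above a per-campaign cutoff, the mean of all compounds plus 3 SD, cut at about 60% in these data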;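 also: 0% = DMSO-treated cells and 100% = gossypol-treated cells at 36 µM; higher means less SRC3-driven luciferase light from the GAL4 reporter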
# MC4R ag barr = agonists of human melanocortin 4 receptor (MC4R) beta-arrestin | P32245 | U2OS MC4R beta-arrestin complementation, luminescence; percent of melanotan II response, DMSO zero | activation, % at 8.9 µM | hit rate 0.98% among 360,000 | AID 540308;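 active = activation above a per-plate cutoff, the mean activation of sample wells on that plate plus 3 SD, cut at about 8% in these data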
# MC4R antagonist = antagonists of human melanocortin 4 receptor (MC4R) | AID 540295 | hit rate 0.48% among 360,000 | P32245 | MC4R-expressing cells, MTII-stimulated cAMP, LANCE TR-FRET | inhibition, % at 6.5 µM;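 active = inhibition above its plate's cutoff, the mean of tested wells on that plate plus 3 SD, cut at about 29% in these data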;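 also: 0% = Melanotan II alone and 100% = Melanotan II plus saturating MCL0020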
#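 System: U2OS cells stably expressing human melanocortin 4 receptor (MC4R). Reagent: Melanotan II challenge after compound preincubation. Doses: 6.5 µM. Times: 30-min compound, 1-h challenge, 1-h detection, room temperature. Measured by: TR-FRET with Eu-cAMP and labeled anti-cAMP, 671 nm. Replicates: singlicate.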
# NR5A2 inv ag = inverse agonists of human LRH-1 (NR5A2) | O00482 | HEK293T StAR-luciferase reporter, LRH-1 transfected, 24 h | inhibition, % at 3.6 µM | hit rate 0.13% among 360,000 | AID 602396;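 active = inhibition above the mean inhibition of all tested compounds plus 3 SD, cut at about 73% in these data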;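 also: 0% = DMSO wells and 100% = reporter-only cells lacking LRH-1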
# NR2F2 inh = NR2F2 (human) inhibition, primary screen | P24468 | HEK293T NGFI-A luciferase reporter, luminescence | inhibition, % at 8.6 µM | hit rate 0.7% among 370,000 | AID 686940;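 active = inhibition above a per-plate cutoff, mean inhibition of test wells between control levels plus 3 SD, cut at about 38% in these data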;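 also: cells cotransfected with COUP-TFII expression vector driving the NGFI-A reporter; 0% = median of COUP-TF2 test wells and 100% = reporter-only cells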
# TLR9-MyD88 block = inhibitors of human TLR9-MyD88 binding. Q9NR96+Q99836. AID 504734. hit rate 0.21% among 340,000. CHO BLA complementation TLR9-MyD88, CCF4 FRET ratio. inhibition, % at 4.98 µM;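 active = inhibition above the mean over all tested compounds plus 3 SD, cut at about 21% in these data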;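 also: 0% = DMSO only wells and 100% = clavulanate BLA inhibitor control wells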
# ABHD5-PLIN5 inh = blocks binding of human ABHD5 to perilipin-5 | inhibition, % at 4 µM | Q00G26+Q8WTS1 | hit rate 0.78% among 360,000 | AID 602281 | Split G. princeps luciferase complementation, luminescence, 4 h;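 active = inhibition above the mean inhibition across every tested compound plus 3 SD, cut at about 22% in these data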;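 also: 0% = DMSO only wells and the 100% control is not disclosed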
# SRC1 inh = inhibits human SRC1 coactivator | Q15788 | HEK293 GAL4-SRC1 luciferase reporter, luminescence | inhibition, % at 3.6 µM | hit rate 0.12% among 360,000 | AID 588354;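 active = inhibition above the campaign mean plus 3 SD, with each screening campaign given its own cutoff, cut at about 60% in these data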;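 also: 0% = DMSO treated cells and 100% = gossypol at 36 µM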
# Target sequence (Q15788 whole entry, looked up, the tested form may be a part): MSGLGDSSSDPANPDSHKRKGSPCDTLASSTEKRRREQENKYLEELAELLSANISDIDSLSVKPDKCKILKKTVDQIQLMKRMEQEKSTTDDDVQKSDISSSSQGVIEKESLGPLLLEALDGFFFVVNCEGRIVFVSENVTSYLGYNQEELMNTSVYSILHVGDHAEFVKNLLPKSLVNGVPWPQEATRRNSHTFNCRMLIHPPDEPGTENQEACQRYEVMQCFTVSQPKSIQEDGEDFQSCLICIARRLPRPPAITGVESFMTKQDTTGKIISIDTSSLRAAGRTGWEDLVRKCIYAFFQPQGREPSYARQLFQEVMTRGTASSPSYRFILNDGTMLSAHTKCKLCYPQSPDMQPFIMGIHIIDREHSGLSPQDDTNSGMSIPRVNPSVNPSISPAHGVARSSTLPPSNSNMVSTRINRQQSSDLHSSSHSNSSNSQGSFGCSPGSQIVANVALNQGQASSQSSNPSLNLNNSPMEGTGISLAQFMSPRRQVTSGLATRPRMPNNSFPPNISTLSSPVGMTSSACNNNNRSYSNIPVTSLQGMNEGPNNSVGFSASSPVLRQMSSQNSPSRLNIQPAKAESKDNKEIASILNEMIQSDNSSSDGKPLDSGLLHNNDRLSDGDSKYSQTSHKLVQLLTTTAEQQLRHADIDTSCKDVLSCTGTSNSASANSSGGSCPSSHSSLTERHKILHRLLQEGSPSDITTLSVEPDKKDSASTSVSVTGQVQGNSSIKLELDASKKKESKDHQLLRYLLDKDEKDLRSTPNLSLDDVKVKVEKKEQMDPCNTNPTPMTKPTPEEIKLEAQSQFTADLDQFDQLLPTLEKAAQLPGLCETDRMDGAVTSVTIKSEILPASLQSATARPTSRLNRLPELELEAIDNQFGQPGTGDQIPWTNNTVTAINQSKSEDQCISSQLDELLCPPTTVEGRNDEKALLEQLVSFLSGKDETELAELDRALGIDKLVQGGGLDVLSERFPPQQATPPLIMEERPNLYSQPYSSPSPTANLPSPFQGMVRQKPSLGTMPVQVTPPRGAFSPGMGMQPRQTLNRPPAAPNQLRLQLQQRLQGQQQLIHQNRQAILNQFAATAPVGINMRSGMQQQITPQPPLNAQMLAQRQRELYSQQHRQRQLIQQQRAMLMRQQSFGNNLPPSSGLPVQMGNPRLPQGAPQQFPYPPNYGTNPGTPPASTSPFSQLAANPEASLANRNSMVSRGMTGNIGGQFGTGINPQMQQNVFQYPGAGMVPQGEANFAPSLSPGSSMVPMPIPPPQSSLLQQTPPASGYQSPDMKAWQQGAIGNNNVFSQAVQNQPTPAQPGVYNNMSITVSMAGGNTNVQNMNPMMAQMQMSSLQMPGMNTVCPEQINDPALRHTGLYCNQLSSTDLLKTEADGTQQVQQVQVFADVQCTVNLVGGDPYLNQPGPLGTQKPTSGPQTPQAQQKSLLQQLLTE
# Starred values were filed as active, the others as inactive; x = no result given. Only part of the results is shown. The share of hits here may be higher or lower than overall.
SMILES,LMP1 NFkB inh,NCOA2 inhibitor,NOD2-RIPK2 inh,SRC3 inh,MC4R ag barr,MC4R antagonist,NR5A2 inv ag,NR2F2 inh,TLR9-MyD88 block,ABHD5-PLIN5 inh,SRC1 inh
CCOc1ccc(C(=O)CCN2CCCCC2)cc1,-10,-9,10,3,-1.0,28,5,9,-6,1,-13
COc1ccc(C(=O)C[n+]2cc(Br)cc3ccccc32)cc1[N+](=O)[O-],5,6,-1,-15,0.4,4,3,-1,-14,3,-1
COc1ccc(OC)c(NC(=O)C2CCN(S(C)(=O)=O)CC2)c1,-1,18,-19,5,0.0,5,-16,12,-7,4,10
Nc1nnnn1-c1cccc([N+](=O)[O-])c1,-2,-4,4,0,1.1,-2,26,4,4,4,-58
Cc1cccc(NC(=O)C2CC(O)CN2C(=O)Oc2ccccc2)c1 (stereo not given),5,7,-1,3,-0.5,6,-1,-8,-2,6,5
COc1ccccc1CNC(=O)CCNS(=O)(=O)c1cc(Br)cnc1N,-2,-4,-4,6,-0.6,8,-25,17,3,-7,-8
COc1ccccc1C1CCN(C(=O)c2ccc(Cl)cc2)CC1,-14,-3,-7,9,0.9,1,8,-2,-1,-3,-2
N#Cc1ccc(S(=O)(=O)N2CCCCC2c2cc(C(=O)Nc3cccc4c3CCCC4)no2)cc1 (stereo not given),x,-21,-1,-6,-1.7,21,-36,-8,x,2,-23
CCC(C)NC(=S)Nc1ccc2nc(N3CCN(CC)CC3)cc(C)c2c1 (stereo not given),-2,-10,6,-11,-0.7,12,1,0,5,0,-10
Cc1cc(N2CCCC2=O)ccc1S(=O)(=O)NC1CCCCC1,-1,-10,2,14,-1.0,-8,11,5,-1,-4,1
Cc1ccc([N+](=O)[O-])cc1N/C=C1\CCc2ccccc2C1=O,-26,-9,-2,0,-3.2,0,-17,-9,0,-6,-40
CC1=CS(=O)(=O)CC1Sc1nc2ccccc2[nH]1 (stereo not given),-5,-16,-1,6,-0.1,-1,11,-3,18,1,-5
COC(=O)c1ccc(C(=O)N2CCCC(C)(C(=O)NS(=O)(=O)C3CC3)C2)cc1 (stereo not given),x,-22,-11,-17,-1.2,1,9,-10,x,1,-10
COc1ccc(CCNC(=O)CSc2ccc(Br)cc2)cc1OC,0,-26,-2,7,-0.4,9,-27,10,-15,6,11
Cc1ccc(/C=N/NC(=O)C(O)c2ccccc2)o1 (stereo not given),3,-20,-2,-7,-0.2,-8,7,-5,1,1,7
CC(C)c1ccc(NC(=O)Cn2nnc(C(=O)NCc3ccco3)c2N)cc1,-8,13,1,20,1.4,1,13,0,2,-3,9
COc1cc(CNc2ccc(N3CCCC3)cc2)ccc1OCc1ccccc1,-7,-48,-3,-53,0.6,14,-10,-46,-1,0,-41
Cc1cc(C(=O)NN)c2cc(Br)ccc2n1,-8,7,2,1,-0.6,-17,21,-5,5,1,-2
Cc1ccc(Nc2nnc(SCC(=O)N(C)C3CCS(=O)(=O)C3)s2)cc1 (stereo not given),1,-22,-6,-10,1.8,4,-39,-20,-14,10,-16
O=S(=O)([N-]c1nc2ccccc2nc1-n1cc[n+](Cc2ccccc2)c1)c1ccc(Br)cc1,x,-17,-4,0,4.3,8,15,-6,x,8,10
COc1cc(OC)c(OC)cc1/C=N/Nc1nc2ccccc2[nH]1,10,-3,12,1,-2.4,-7,-22,1,8,5,5
COC(=O)c1ccc(OCC(=O)c2ccccc2OC)cc1,2,-25,-3,-10,-0.6,17,-36,-3,-6,2,-19
COc1cc(/C=C(\C#N)c2ccccn2)ccc1OCc1ccccc1Cl,70*,-6,2,-6,-0.4,8,1,-2,-6,-1,-29
COCCn1c(=O)c2c(nc3n2CC(C)CN3CCc2ccccc2)n(C)c1=O (stereo not given),-2,11,8,8,-0.7,3,-2,-16,8,1,1
CC(=O)N1CCN(C(=O)c2ccc3c(c2)OCCO3)CC1,-1,-14,-1,16,-2.1,10,-11,-3,-14,-2,-3
CCOC(=O)C1=C(C)NC2=C(C(=O)CC(c3ccc(OC)c(OC)c3)C2)C1c1ccc(C)o1 (stereo not given),-6,-1,2,-12,0.4,3,17,-3,-20,13,12
Cc1ccc(S(=O)(=O)N(C)C)cc1NC(=O)CSc1ncn[nH]1,4,-5,-5,7,-2.1,5,5,20,-1,14,-17
CC1(C(=O)NS(=O)(=O)C2CC2)CCCN(C(=O)c2ccccc2C(F)(F)F)C1 (stereo not given),x,-5,4,-3,-0.7,8,0,12,x,6,9
Cn1c(=O)n(CC(=O)Nc2ccccc2)c2ccccc21,-5,-18,1,6,-0.1,1,0,6,-2,2,1
CCN(CC(=O)Nc1ccccc1OC)C(=O)CC1CCCC1,-10,9,1,3,-4.2,11,-18,-6,-3,-2,6
CC(C)(C)c1ccc(C(=O)NCCN2CCCC2)cc1,2,14,-8,9,-0.1,9,-7,4,-4,1,3
C=CCn1c(=O)c(C(=O)Nc2ccccc2O)c(O)c2ccccc21,-13,-22,-1,-2,4.9,11,10,-5,1,7,-15
Nc1nc(N2CCCCC2)c(C=O)c(N2CCCCC2)n1,7,-17,-2,14,0.6,28,5,-10,9,3,6
COc1ccc(CNC(=O)c2ccccc2NS(C)(=O)=O)cc1,-15,0,2,10,-1.4,2,3,-8,4,-3,-9
Cc1ccccc1OCCn1cc(C(=S)N2CCCC2)c2ccccc21,-2,-15,0,3,-0.4,0,-25,1,-5,-1,0
CC(C)CCNC(=O)C(c1ccc(O)cc1)N(C(=O)C1COc2ccccc2O1)c1cccc(O)c1 (stereo not given),3,0,-1,10,-1.2,22,-5,-9,7,-4,-4
CCOC(=O)c1nc(NCc2ccccc2)sc1C,5,-15,-16,-26,-0.1,4,-33,-7,-7,-7,-27
CC1CC(C)CN(CC(=O)Nc2ccc(S(N)(=O)=O)cc2)C1 (stereo not given),-12,-8,4,-7,-2.4,-2,9,-13,0,-4,3
Cc1cc(C)c(OCCCCn2cnc3ccccc3c2=O)c(C)c1,8,-8,9,0,4.3,7,-13,1,-5,2,4
CCOC(=O)c1nccnc1C(=O)Nc1cccc(C(F)(F)F)c1,1,10,-1,12,-1.6,-2,4,-10,0,1,5
COC(=O)c1cccc(NC(=O)CN2C(=O)c3ccccc3C2=O)c1,0,-16,0,6,1.1,-5,15,8,3,12,25
COc1ccc(NC(=O)c2c(SC)nsc2SC)cc1,-9,-15,-6,-2,0.4,-1,-21,-5,-7,-1,9
O=C(NCCc1ccccc1)c1ccc(=O)oc1,-2,-35,-2,13,-1.9,-3,5,0,-5,6,1
CCn1c(=O)n(CC)c2cc(N3CCCC3)c(NC(=O)c3ccc(F)cc3)cc21,2,7,4,2,-1.2,12,-1,1,-16,1,1
O=C(N/N=C/c1ccco1)c1cc(-c2cccs2)[nH]n1,-4,7,7,-4,-2.7,6,-2,6,0,-4,-2
CCC(C)NC(=O)C1CCC(CNS(=O)(=O)c2ccc3c(c2)CC(C)N3C(=O)C2CC2)CC1 (stereo not given),3,12,-16,2,-1.9,1,5,-15,-8,4,-19
Cc1ccc(S(=O)(=O)Nc2ccccc2F)cc1C(=O)NNC(=O)c1csc(N2CCOCC2)n1,2,13,2,-1,-1.9,6,-8,-3,-1,-14,-4
CCCCNC(=O)Cn1cnc([N+](=O)[O-])n1,-2,2,-6,1,-0.2,12,-10,10,-9,-1,2
CCc1cc(C(=O)NNC(=O)CCl)sc1C,-6,28,-8,11,-1.8,4,23,-22,9,3,-15
S=c1[nH]nc(-c2cc(-c3ccccc3)n[nH]2)n1/N=C/c1c2ccccc2cc2ccccc12,-37,x,-2,2,0.4,9,-12,x,6,-11,-3
CC1=NN(c2nc3ccccc3[nH]2)C(=O)/C1=C/N(C)C,13,x,-7,4,-1.2,10,-4,x,0,-3,-15
CCN(C[C@H]1N[C@@](Cc2ccccc2)(C(=O)OC)[C@H]2C(=O)N(C)C(=O)[C@@H]12)C(C)=O,-4,25,6,3,-0.5,-4,13,1,1,6,-32
CCN(CC)S(=O)(=O)c1ccc(N2CCCC2)c(NC(=O)c2c(-c3ccccc3)noc2C)c1,-1,-25,-1,-3,0.4,17,-11,-6,-2,12,-6
CC12CC(NC(=O)N1c1ccc(C(=O)N3CCN(c4ccc(F)cc4)CC3)cc1)c1ccccc1O2 (stereo not given),-1,17,-8,-24,0.4,20,13,-1,0,10,4
Nc1nc(Sc2c([N+](=O)[O-])cc(C(F)(F)F)cc2[N+](=O)[O-])n[nH]1,-2,-29,5,11,-0.1,6,0,8,8,58*,8
NC(=O)CC(NC(=O)Cc1cccc2ccccc12)c1ccc(N2CCC(Br)CC2)c([N+](=O)[O-])c1 (stereo not given),-1,-2,-2,-28,-2.3,-2,11,5,-9,-4,-20
NC(=O)C1CCN(C(=S)c2cccs2)CC1,-4,-11,1,-12,-2.8,11,-11,8,-3,-2,-20
O=C(CCNC(=O)c1ccccc1Cl)NNC(=O)c1ccccc1O,7,12,-7,-9,-2.1,-4,8,-18,9,1,-55
CS(=O)(=O)N(CC(=O)N1CCOCC1)c1cc(C(F)(F)F)ccc1Cl,5,-19,-2,5,-2.8,-2,-8,4,1,-1,-4
COc1cccc(Oc2cncnc2-c2ccc(OC)cc2O)c1,1,-4,3,12,-1.3,-2,-4,6,7,-9,-2
# (cont.)
SMILES,LMP1 NFkB inh,NCOA2 inhibitor,NOD2-RIPK2 inh,SRC3 inh,MC4R ag barr,MC4R antagonist,NR5A2 inv ag,NR2F2 inh,TLR9-MyD88 block,ABHD5-PLIN5 inh,SRC1 inh
C=CCn1c(C)nnc1SCC(=O)Nc1oc(C)c2c(C)n[nH]c(=O)c12,-3,-14,2,7,1.0,2,10,6,6,12,9
Cc1ccc(C(=O)OCC(=O)NC2CC2)cc1S(=O)(=O)N1CCOCC1,1,12,-4,0,-0.2,4,-8,0,-1,15,-18
Clc1ccc(CSc2ncccn2)cc1,-12,-3,-12,-27,-2.1,-1,-16,-17,-1,-2,-32
Cc1noc(C)c1C(=O)OC(C)C(=O)NC(C)c1ccc(Cl)cc1Cl (stereo not given),-3,12,1,-22,-2.3,-1,-11,9,-9,-6,2
